LEDGF integ inh – blocks HIV-1 LEDGF/p75-dependent DNA integration; actives 0.64% (n = 370,000); TR-FRET IN-LEDGF/p75 DNA integration, Eu/Cy5; inhibition, % at 3.7 µM; AID 743269;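 active = inhibition above the screen-wide mean plus 3 SD, cut at about 13% in these data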;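 note: signal is the Cy5 over europium emission ratio at 671 and 618 nm; 0% = plate median of compound wells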
MBD2 inh – MBD2-methylated oligo binding inhibition. actives 0.31% (n = 370,000). Q9UBB5. TR-FRET, MBD2 binding to methylated oligonucleotide. inhibition, % at 4.4 µM; in the data active = inhibition above about 13%
SIAE inh – inhibitors of human sialic acid acetylesterase SIAE | inhibition, % at 9.66 µM | actives 0.69% (n = 370,000) | SIAE FP-Rh probe binding, fluorescence polarization | AID 1053197 | Q9HAT2;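 active = inhibition above a cutoff: mean of compounds within the control limits plus 3 SD of those, cut at about 17% in these data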;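 note: 0% = plate median of compound wells and 100% = probe without SIAE protein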
PRMT1 inh – inhibitors of human PRMT1. recombinant PRMT1, activity-based probe fluorescence polarization. AID 652257. Q99873. actives 1.3% (n = 370,000). inhibition, % at 2.79 µM;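 active = inhibition above about 21% made by adding two undisclosed values, limit read from the data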
HTRA1 inhibitor – HTRA1 (human) protease inhibition | actives 0.5% (n = 340,000) | recombinant HTRA1, FP-rhodamine activity-based probe, fluorescence polarization | inhibition, % at 5.96 µM | AID 504803; in the data active = inhibition above about 36%;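 note: 0% = enzyme with DMSO and 100% = wells lacking enzyme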
Target sequence (Q92743 whole entry, looked up): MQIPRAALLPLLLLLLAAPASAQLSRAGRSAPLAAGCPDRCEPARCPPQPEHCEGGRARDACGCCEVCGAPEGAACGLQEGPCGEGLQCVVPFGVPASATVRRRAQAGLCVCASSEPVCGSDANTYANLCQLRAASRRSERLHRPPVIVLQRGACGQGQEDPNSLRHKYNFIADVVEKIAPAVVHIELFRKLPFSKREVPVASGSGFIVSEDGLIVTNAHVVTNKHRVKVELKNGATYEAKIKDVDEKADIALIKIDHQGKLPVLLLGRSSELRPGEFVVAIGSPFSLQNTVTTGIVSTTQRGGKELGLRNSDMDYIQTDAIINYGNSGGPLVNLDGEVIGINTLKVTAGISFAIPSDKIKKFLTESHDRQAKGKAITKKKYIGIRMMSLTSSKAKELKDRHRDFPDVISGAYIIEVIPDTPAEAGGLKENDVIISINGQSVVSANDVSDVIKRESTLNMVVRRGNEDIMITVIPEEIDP
rCAG RNA binder – r(CAG) repeat RNA binding | TO-PRO-1 dye displacement fluorescence | inhibition, % at 3 µM | actives 1.3% (n = 370,000);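 active = inhibition above the plate cutoff, the mean of all test compounds on that plate plus 3 SD, cut at about 35% in these data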;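 note: 0% = DMSO alone and 100% = 100 µM mitoxantrone as full dye displacement; higher means more dye released from RNA so lower well fluorescence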
TCR CD3 inh – blocks the human TCR-CD3 interaction; actives 0.37% (n = 360,000); TAMRA-labeled TCR probe fluorescence, biochemical; inhibition, % at 9.4 µM; in the data active = inhibition above about 19%;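 note: recombinant mutant TCR 2C K166C tagged with TAMRA read by polarization; 0% = receptor in buffer alone and 100% = receptor with positive control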
mABHD4 FP – inhibits mouse alpha/beta hydrolase domain 4; purified mABHD4, FP-Rh probe fluorescence polarization; inhibition, % at 8.92 µM; actives 0.54% (n = 370,000); AID 720543;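 active = inhibition exceeding the mean over every tested compound plus 3 SD, cut at about 30% in these data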;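 note: 0% = plate median of compound wells and 100% = S159A mutant with DMSO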
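assay system = mABHD4 protein | compound dosing = single nominal dose of 8.92 µM, 0.89% DMSO final | read-out basis = percent inhibition of probe binding, normalized to plate controls | schedule = Enzyme–compound pre-incubation 45 min, then probe 60 min, both 25 °C | detection = fluorescence polarization, excitation 525 nm, emission 598 nm, BODIPY TMR filters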
NPR2 activator – GC-B (human) receptor activation | actives 0.11% (n = 370,000) | activation, % at 10 µM | HEK293-GC-B cells, CNP EC30, cGMP TR-FRET; 0% at EC30 CNP, 100% saturating CNP | P20594 | AID 1920062;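 active = activation at 10 µM reaching about 35% in either raw or pattern-adjusted values, limit read from the data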
TDP2 absorb – blocks human TDP2 phosphodiesterase activity | O95551 | actives 0.34% (n = 370,000) | recombinant TDP2, T5PNP hydrolysis, p-nitrophenol absorbance 415 nm | inhibition, % at 12.8 µM;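 active = inhibition above the mean of all tested compounds plus 3 SD, set per campaign, cut at about 25% in these data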;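 note: 0% = DMSO with enzyme and 100% = buffer with substrate but no TDP2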
Target sequence (O95551 whole entry, looked up): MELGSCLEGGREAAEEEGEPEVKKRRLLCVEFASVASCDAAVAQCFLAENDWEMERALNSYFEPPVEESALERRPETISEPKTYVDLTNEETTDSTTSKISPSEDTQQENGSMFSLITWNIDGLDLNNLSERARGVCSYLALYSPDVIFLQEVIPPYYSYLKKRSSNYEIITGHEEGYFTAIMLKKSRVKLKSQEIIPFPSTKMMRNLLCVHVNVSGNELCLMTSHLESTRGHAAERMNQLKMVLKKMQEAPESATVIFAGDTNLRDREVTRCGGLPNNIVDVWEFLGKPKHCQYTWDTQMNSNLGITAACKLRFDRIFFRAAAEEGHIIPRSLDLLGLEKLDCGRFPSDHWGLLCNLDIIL
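test system = human TDP2 enzyme | input = TDP2 enzyme at 120 nM final | medium = 50 mM Tris-HCl pH 7.5 with Mg2+, KCl, DTT, BSA | also added = T5PNP substrate, 5 mM | times = 2 h at 37 °C | technique = epi absorbance | benchmarks = high control without enzyme, low control DMSO plus TDP2 | replication = each compound tested once, singlicate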
Numbers without * were called inactive; nt = no result given. This is a subset; rates above refer to the full screens.

SMILES | LEDGF integ inh | MBD2 inh | SIAE inh | PRMT1 inh | HTRA1 inhibitor | rCAG RNA binder | TCR CD3 inh | mABHD4 FP | NPR2 activator | TDP2 absorb
Cc1cc(C)c(OCC(=O)OCC(=O)N2CCc3ccccc3C2)c(C)c1 | 4 | 0 | 6 | 0 | -11 | -8 | 7 | -3 | 1 | -6
COCOCCn1cc(CN2CCS(=O)(=O)N(Cc3ccc(-c4ccc(OC)c(OC)c4)cc3)C(C)C2=O)nn1 (centres undefined) | 0 | 1 | 3 | -6 | 0 | 1 | -5 | 0 | 0 | 5
Nc1[nH]c(=O)nc(Nc2ccccc2)c1N=O | 1 | -8 | 7 | 0 | 4 | -1 | -3 | 8 | -11 | -12
C#CCSc1nnnn1-c1ccc(OCC)cc1 | 5 | -3 | 1 | -4 | 5 | 2 | -8 | 1 | -2 | -20
C=CCn1c(SC(CCO)C(=O)NCc2ccco2)nc2sc3c(c2c1=O)CCC3 (centres undefined) | -1 | -7 | -3 | -1 | 1 | 3 | -5 | -1 | -3 | -1
CCOc1cccc(-c2c(C(=O)N/N=C/c3c(F)cccc3Cl)nnn2-c2nonc2N)c1 | -1 | 1 | -4 | -1 | -22 | 6 | 1 | -18 | 2 | 12
COc1ccc(C(O)Cn2c(=N)n(CCCN(C)C)c3ccccc32)cc1 (centres undefined) | -1 | -6 | 2 | -1 | 1 | 3 | -4 | 0 | 2 | 6
COC(=O)[C@H]1C[C@@]2(C3C=CC=C3)c3ccccc3N[C@H]2N1 | -7 | 3 | -3 | 3 | nt | 8 | nt | 3 | -2 | -5
O=[N+]([O-])c1ccc(S(=O)(=O)NN=C2CCCCC2)cc1 | -3 | -2 | -2 | -2 | 2 | 2 | 9 | 4 | -1 | 8
O=C(CCC1CCCN(C(=O)c2ccccc2Cl)C1)N1CCN(c2ccccn2)CC1 (centres undefined) | 1 | 4 | 3 | -1 | 8 | -6 | 1 | 3 | -1 | -1
COc1ccccc1OCCCCNCCO | 3 | -3 | -3 | 0 | -1 | 1 | -6 | -1 | -3 | -14
CCC(C)N(CCNC(=O)CC1Oc2ccccc2NC1=O)C1CCCCC1 (centres undefined) | 7 | -3 | 7 | 0 | -3 | 1 | 5 | -1 | -3 | -3
CSCC(=O)N1CCC(Oc2cccc(C(=O)NCc3ccccn3)c2)CC1 | 1 | -1 | -1 | -2 | -4 | -3 | 2 | 3 | 4 | 9
CCC(=O)N1N=C(c2c(-c3ccccc3)c3cc(Cl)ccc3[nH]c2=O)CC1c1ccco1 (centres undefined) | 1 | 0 | -1 | 1 | -24 | -2 | 6 | -1 | -12 | -24
O=C(Nc1cccnc1)c1cc(S(=O)(=O)N2CCCCC2)c(Cl)cc1Cl | 0 | 6 | -1 | -3 | 0 | -1 | 4 | -2 | 3 | 0
Cc1ccc(SCc2ccc(C(=O)Nc3cccc([N+](=O)[O-])c3C)cc2)cc1 | 0 | 4 | 1 | 2 | -10 | -2 | -3 | -3 | -2 | 5
N#Cc1ccc(C(=O)OCC(=O)NC(=O)NCc2ccccc2)cc1 | -2 | 2 | 2 | -1 | 15 | 2 | -4 | -4 | -5 | 5
CC1CCCC(C)N1S(=O)(=O)c1ccc(Cl)cc1 (centres undefined) | -6 | -1 | -2 | 2 | -1 | -3 | 9 | -4 | -1 | 4
Cc1c(C(=O)NCc2ccc3c(c2)OCO3)sc2nc(-c3ccc(F)cc3)cn12 | 0 | -2 | 7 | 29* | -12 | 4 | -5 | -5 | 7 | -1
Cc1ccc(N(C(=O)c2csnn2)C(C(=O)NC(C)(C)C)c2ccccn2)cc1 (centres undefined) | -3 | 0 | 2 | 1 | 4 | -3 | 3 | 3 | -7 | -5
CCC1CCCCN1CCCNC(=O)CS(=O)Cc1nc(-c2ccc(OC)c(OC)c2)oc1C (centres undefined) | -1 | 3 | -1 | 1 | 0 | -4 | -4 | 3 | 1 | -7
CN(CC(=O)Nc1c(Cl)cccc1Cl)C(=O)CC1Sc2ccccc2NC1=O (centres undefined) | 0 | -2 | -4 | -3 | -3 | -2 | 2 | 2 | -5 | -4
CCC1(c2ccccc2)NC(=O)N(CC(=O)Nc2cc(Cl)ccc2N2CCN(C)CC2)C1=O (centres undefined) | -4 | 5 | 0 | 0 | 2 | -1 | -5 | 8 | -7 | -1
CCN(CC)S(=O)(=O)c1ccc(C(=O)NCCc2cc3c(OC)ccc(OC)c3[nH]c2=O)cc1 | 0 | -5 | -2 | -4 | 0 | -4 | 0 | -5 | 4 | 2
COCCCn1cc(CN(C)C2CN(Cc3cn(CCCOC)nn3)S(=O)(=O)C2)nn1 (centres undefined) | 2 | 8 | 0 | 5 | nt | 3 | 0 | -1 | -2 | 8
CCc1nc2c(OCCn3cccc3)cccn2c1N(C)C(=O)c1cccs1 | -1 | 2 | 2 | 4 | nt | 8 | 0 | -3 | -1 | 3
O=C(O)c1ccc(C(=O)c2ccc3c(c2)C(=O)N(Cc2ccco2)C3=O)cc1 | -1 | 0 | 5 | 0 | 0 | 8 | 11 | -3 | -8 | 1
Cc1ccc(-n2nc3c(=O)n(CC(=O)NCCc4ccc(Cl)cc4)nc(C)c3c2C)cc1 | 1 | 0 | -28 | -1 | 4 | -1 | 1 | 3 | 2 | -18
Cc1ccc(NC(=O)CN2C(=O)NC(C)(c3ccc(Cl)cc3)C2=O)c(Br)c1 (centres undefined) | 4 | -6 | -10 | -5 | -17 | -2 | 4 | -4 | -3 | 3
Cc1c(C(=O)Nc2ccc(S(=O)(=O)Nc3ncccn3)cc2)oc2ccccc12 | 3 | 6 | 3 | 6 | -8 | 20 | -1 | -19 | 7 | 2
Cc1ccc2c(c1)c1c3n2CCN(CC(N)=O)C3CCC1 (centres undefined) | -2 | -3 | 6 | 2 | 9 | -3 | -6 | 5 | -4 | 4
CCCc1c(C(=O)Nc2ccc(F)cc2F)cnn1-c1ccccc1 | -2 | 2 | 5 | -2 | -6 | -3 | -7 | 1 | -2 | 2
N#Cc1ccccc1N1CCN(C(=O)C2CCN(c3ncnc4c3sc3cccc(F)c34)CC2)CC1 | 2 | 0 | 2 | -1 | nt | 10 | nt | -11 | 2 | -5
COCCNC(=S)NN=C1CCC(c2ccccc2)CC1 (centres undefined) | 2 | -1 | -2 | 0 | 1 | -3 | -2 | -1 | -4 | -5
O=C(CNC(=O)c1ccc(Cl)cc1Cl)OCC(=O)N1CCCC1 | 1 | 2 | 1 | 1 | 2 | 4 | 6 | 2 | -4 | 2
Cn1c(SCC(=O)C(C)(C)C)nnc1-c1ccccn1 | 5 | -8 | 0 | 1 | -2 | -3 | 0 | 4 | 3 | 7
CCCCNC(=O)c1nc(C2CCN(S(=O)(=O)c3c(OC)cccc3OC)CC2)oc1-c1ccccc1 | 0 | -3 | -9 | -2 | nt | 6 | 7 | -14 | -8 | -3
CC(C)(C)OC(=O)N1CCCC(C(=O)Nc2cccc(C(=O)NCCc3ccccc3)c2)C1 (centres undefined) | 2 | 3 | 4 | 2 | -6 | -2 | 7 | -8 | 0 | 3
CCOC(=O)N1CCN(Cc2nc(N)nc(Nc3ccc(Cl)cc3)n2)CC1 | 5 | -1 | -1 | -2 | -3 | -5 | -2 | 0 | -2 | 11
CC(/C=N/NC(=O)c1nnn(-c2nonc2N)c1C(C)C)=C\c1ccco1 | -4 | 4 | 6 | 6 | 1 | 7 | -1 | 1 | 2 | -6
Cc1ccc(C)c(NC(=O)COC(=O)c2ccc(S(=O)(=O)N3CCCCC3)cc2)c1 | 1 | -2 | 2 | -3 | 2 | 6 | -2 | -2 | -3 | 1
Cc1cccc(Nc2nc(NCc3ccco3)nc(N3CCOCC3)n2)c1 | -4 | 1 | -1 | -2 | -28 | 1 | 8 | -7 | 5 | -6
CCSc1nnc(NC(=O)c2ccc3c(c2)OCO3)s1 | 0 | -2 | 3 | -1 | -2 | -1 | 3 | -5 | -3 | 2
CCCC(=O)N1CCC1(C)C(=O)NS(=O)(=O)c1ccc(OC)cc1 (centres undefined) | 3 | 2 | 3 | -3 | nt | 0 | 1 | 4 | 8 | -1
CC1CCc2c(sc3nn[nH]c(=O)c23)C1 (centres undefined) | -3 | -3 | -6 | 3 | 4 | 4 | 6 | 0 | -4 | 5
CCOC(=O)[C@]12CCCC=C1N(Cc1ccc(OC)cc1)C(=O)[C@@H]2CC(=O)NCc1cccs1 | 1 | 7 | 1 | 8 | nt | 2 | nt | 8 | -1 | 1
CC(C)(CNC(=O)c1cccc(NS(=O)(=O)c2ccc(Br)cc2)c1)N1CCOCC1 | 0 | 5 | 8 | 3 | -1 | 1 | -2 | 4 | -4 | 1
COc1ccc(C(=O)N(C(C)C)C(C)C)c(OC)c1 | -1 | 3 | 0 | -1 | 5 | -6 | -1 | -2 | 1 | -5

5 records drawn at random from those above:
SMILES | LEDGF integ inh | MBD2 inh | SIAE inh | PRMT1 inh | HTRA1 inhibitor | rCAG RNA binder | TCR CD3 inh | mABHD4 FP | NPR2 activator | TDP2 absorb
Cc1ccc(C)c(NC(=O)COC(=O)c2ccc(S(=O)(=O)N3CCCCC3)cc2)c1 | 1 | -2 | 2 | -3 | 2 | 6 | -2 | -2 | -3 | 1
CC1CCc2c(sc3nn[nH]c(=O)c23)C1 (centres undefined) | -3 | -3 | -6 | 3 | 4 | 4 | 6 | 0 | -4 | 5
CCCC(=O)N1CCC1(C)C(=O)NS(=O)(=O)c1ccc(OC)cc1 (centres undefined) | 3 | 2 | 3 | -3 | nt | 0 | 1 | 4 | 8 | -1
Cc1cccc(Nc2nc(NCc3ccco3)nc(N3CCOCC3)n2)c1 | -4 | 1 | -1 | -2 | -28 | 1 | 8 | -7 | 5 | -6
CCSc1nnc(NC(=O)c2ccc3c(c2)OCO3)s1 | 0 | -2 | 3 | -1 | -2 | -1 | 3 | -5 | -3 | 2

(more compounds)
SMILES | LEDGF integ inh | MBD2 inh | SIAE inh | PRMT1 inh | HTRA1 inhibitor | rCAG RNA binder | TCR CD3 inh | mABHD4 FP | NPR2 activator | TDP2 absorb
Cc1ccc(S(=O)(=O)N(C)C)cc1NC(=O)COC(=O)CCCOc1ccccc1 | 0 | 0 | -4 | 0 | 2 | -4 | -3 | -2 | 4 | 12
O=C(NCc1ccccc1)[C@@H]1CCCN1C(=O)[C@H]1CCCN1C(=O)c1ccc(F)cc1 | -2 | 9 | -5 | 1 | nt | -1 | 2 | -2 | 2 | 6
CSc1nc2ccc(Nc3nc(N4CCOCC4)nc(N4CCOCC4)n3)cc2s1 | 1 | -10 | 0 | -3 | -4 | 8 | 3 | 2 | 3 | 4
O=C(/C=N/O)Nc1ccc2sc3ccccc3c2c1 | 0 | -1 | 61* | -3 | -7 | 17 | 0 | -8 | -9 | 7
O=C(CSc1nc2ccccc2o1)NCc1ccc2c(c1)OCO2 | 1 | 2 | 4 | -1 | -9 | 2 | -3 | -3 | -7 | 4
Cc1ccc(CC2C(=O)N(c3nc(C)cc(C)n3)C(=O)C2C)cc1 (centres undefined) | -1 | 2 | -3 | 4 | 4 | -8 | 0 | 0 | 3 | 5
COc1ccc(NC(=O)C2CCN(S(=O)(=O)c3ccc(C)cc3)CC2)cc1OC | 0 | -1 | 0 | 0 | -7 | 5 | 1 | 3 | -2 | 0

Screens: PubChem BioAssay, several laboratories
